High-throughput results as filed in PubChem BioAssay.
GASC1 inh – blocks human GASC-1 (KDM4C) demethylase activity | 96,000 compounds, 0.15% hits | inhibition, % at 12.5 µM | GST-KDM4C 2-372, H3K9me3 peptide, LANCE TR-FRET;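 active means mean replicate inhibition above about 25%, with at least 55% of replicates also reaching it, limit read from the data, passing the limit was not always enough; inconclusive means only one of those two conditions met; inactive means neither condition met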
Target sequence (Q9H3R0 2-372 limits assumed): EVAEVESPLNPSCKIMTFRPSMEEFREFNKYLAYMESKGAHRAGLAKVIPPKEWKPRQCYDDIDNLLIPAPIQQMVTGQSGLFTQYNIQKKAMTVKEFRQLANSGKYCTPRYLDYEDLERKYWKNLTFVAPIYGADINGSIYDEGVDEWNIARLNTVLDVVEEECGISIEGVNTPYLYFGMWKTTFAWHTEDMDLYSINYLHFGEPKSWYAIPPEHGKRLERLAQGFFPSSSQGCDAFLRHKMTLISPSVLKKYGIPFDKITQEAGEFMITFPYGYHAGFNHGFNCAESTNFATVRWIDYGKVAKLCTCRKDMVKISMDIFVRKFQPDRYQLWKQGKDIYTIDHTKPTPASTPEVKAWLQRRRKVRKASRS
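Test system: N-terminal GST-fused human GASC-1 (KDM4C) fragment, residues 2-372; quantity: GASC-1 enzyme at 10 nM final in reaction; dosing: single dose; schedule: 30 min demethylation and 1 h detection at room temperature; signal: LANCE TR-FRET, excitation 340 nm, emissions 618 and 671 nm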
C diff HTS – C. difficile growth inhibition; 86,000 compounds, 0.25% hits; growth activity, negative = inhibition, % at 16 µg/mL (by protocol); Clostridium difficile clinical isolate growth, OD600, 24 h; active compounds read low; AID 1259249;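 active means mean growth activity at or below -80% and every replicate also at or below -80%; inconclusive means mean at or below -80% but some replicate above -80%; inactive means mean growth activity above -80%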;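 further: 0% = DMSO wells and -100% = levofloxacin 16 µg/mL wells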
Pf Dd2 growth – blocks growth of Plasmodium falciparum Dd2 parasites. 94,000 compounds, 2.3% hits. activity change, % at 10 µM. P. falciparum Dd2 growth, SYBR Green, 72 h; active compounds read low. AID 1159554; in the data active means activity change below about -80%; inconclusive means no clear call, values can overlap the other calls
Tcruzi prolif – blocks T. cruzi growth in NIH3T3 culture. T. cruzi beta-gal in NIH3T3, GalScreen luminescence, 90 h. 77,000 compounds, 5.9% hits. AID 624255. inhibition, % at 8.34 µM;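 active means mean inhibition above about 93%, with at least 55% of replicates each passing it, limit read from the data, passing the limit was not always enough; inconclusive means only one of those two conditions holds; inactive means neither condition holds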
Active calls of the source: *; ? = inconclusive; . = not tested or not shown; & = joins results of further samples; ! = not confirmed by another sample.

SMILES	GASC1 inh	C diff HTS	Pf Dd2 growth	Tcruzi prolif
C[C@@H]1CN([C@H](C)CO)S(=O)(=O)c2ccc(C#CC(C)(C)O)cc2O[C@H]1CN(C)C(=O)C1CC1	-1.9	.	8	105*
CN1[C@@H]2Cn3c(ccc(C4=CCCCC4)c3=O)[C@H]1[C@@H](C(=O)N1CCCCC1)[C@@H]2CO	0.6	5	-1	55
CN1CCN(C(=O)C[C@@H]2C[C@@H]3c4cc(NC(=O)Nc5ccccc5F)ccc4O[C@@H]3[C@H](CO)O2)CC1	1.0	-1	1	-128
C[C@H](CO)N1C[C@H](C)[C@@H](CN(C)C(=O)C2CC2)Oc2cc(-c3ccc(C(=O)N(C)C)cc3)ccc2S1(=O)=O	0.6	.	-41	74
CN(C)C(=O)C[C@H]1C[C@H]2c3cc(NC(=O)Nc4ccccc4)ccc3O[C@H]2[C@@H](CO)O1	0.2	0	-12	-10
Cc1nn(C)cc1NC(=O)C[C@@H]1CC[C@H]2[C@@H](COc3ccc(NC(=O)C4CCOCC4)cc3C(=O)N2C)O1	8.2	-1	.	-10
Cc1cc(C(=O)Nc2ccc3c(c2)C(=O)N(C)[C@@H]2CC[C@@H](CC(=O)NCc4ccc(-c5ccccc5)cc4)O[C@H]2CO3)no1	-4.6	-9	.	-38
C[C@H]1CN([C@@H](C)CO)C(=O)CCCn2cc(nn2)CO[C@H]1CN(C)C(=O)NC1CCCC1	-1.8	1	18	8
COc1cccc(NC(=O)N2C[C@@H](O)COC[C@@H]3O[C@H](CC(=O)N(C)C)CC[C@H]32)c1	-0.1	0&-2	.	12
C[C@H](CO)N1C[C@H](C)[C@H](CN(C)Cc2ccc(Cl)c(Cl)c2)Oc2ccc(NC(=O)Nc3ccccc3)cc2CC1=O	-3.9	8	-9	25

Brought forward from above: three compounds; new compounds follow.
SMILES	GASC1 inh	C diff HTS	Pf Dd2 growth	Tcruzi prolif
C[C@H]1CN([C@@H](C)CO)C(=O)CCCn2cc(nn2)CO[C@H]1CN(C)C(=O)NC1CCCC1	-1.8	1	18	8
COc1cccc(NC(=O)N2C[C@@H](O)COC[C@@H]3O[C@H](CC(=O)N(C)C)CC[C@H]32)c1	-0.1	0&-2	.	12
C[C@H](CO)N1C[C@H](C)[C@H](CN(C)Cc2ccc(Cl)c(Cl)c2)Oc2ccc(NC(=O)Nc3ccccc3)cc2CC1=O	-3.9	8	-9	25
C[C@H](CO)N1C[C@H](C)[C@@H](CN(C)C(=O)Nc2ccccc2)Oc2ccc(NC(=O)Cc3cn(C)c4ccccc34)cc2C1=O	.	4	-24	16
C[C@@H]1CN([C@@H](C)CO)C(=O)c2cc(NC(=O)CCCN(C)C)ccc2O[C@@H]1CN(C)Cc1ccc(-c2ccccc2)cc1	2.9	3	8	.
Cc1ccc(S(=O)(=O)N[C@H]2CC[C@H](CCn3cc(-c4cccc(F)c4)nn3)O[C@@H]2CO)cc1	-0.5	0	2	-28
N#C[C@H]1[C@@H](c2ccc(-c3ccccc3F)cc2)[C@@H](CO)N1C(=O)c1ccccn1	-2.3	7	24	94
CCCNC(=O)C[C@@H]1CC[C@@H]2[C@H](COc3ccc(NC(=O)Cc4ccccc4)cc3C(=O)N2C)O1	0.4	-7	-7	-11
C[C@@H]1CN([C@H](C)CO)C(=O)c2c(c3ccccc3n2C)-c2ccccc2CO[C@@H]1CN(C)C(=O)[C@H](C)c1ccccc1	0.6	-9	-91*	.
C[C@H]1CN([C@@H](C)CO)C(=O)Cc2cc(N(C)C)ccc2O[C@H]1CN(C)S(=O)(=O)c1cccs1	-1.8	-2	-2	-5
O=C(C1CC1)N1CC[C@@H]2[C@H]1c1cc(-c3cccc(F)c3)ccc1N[C@@H]2CO	4.3	-28	-23	115*
C[C@H](CO)N1C[C@H](C)[C@@H](CN(C)C(=O)Nc2cccc3ccccc23)Oc2ccc(NC(=O)Nc3ccc(F)cc3)cc2C1=O	0.3	-7	-42	.
C[C@H]1CCCCO[C@@H](CN(C)Cc2ccc(C(F)(F)F)cc2)[C@@H](C)CN([C@@H](C)CO)C(=O)c2cc(NC(=O)Nc3ccc(F)cc3)ccc2O1	0.6	.	-57	94
C[C@H](CO)N1C[C@H](C)[C@H](CN(C)CC2CCCCC2)OCCCC[C@H](C)Oc2ccc(NS(C)(=O)=O)cc2C1=O	0.8	2	-22	36
C[C@H](CO)N1C[C@H](C)[C@@H](CN(C)S(=O)(=O)c2cccs2)Oc2ccc(NS(=O)(=O)c3ccc(Cl)cc3)cc2C1=O	-4.5	2	-42	-25
C[C@@H]1CCCCO[C@H](CN(C)CC2CC2)[C@H](C)CN([C@H](C)CO)C(=O)c2cc(NC(=O)c3ccccc3)ccc2O1	0.3	-4	-81*	15
CO[C@@H]1CC[C@H]2CCN(C)C(=O)[C@@H](C)[C@H](OC)CN(C)C(=O)c3cc(C#N)ccc3OC[C@@H]1O2	-0.2	.	9	30
C[C@H](CO)N1C[C@H](C)[C@@H](CN(C)S(=O)(=O)c2cn(C)cn2)OCc2ccccc2-c2c(n(C)c3ccccc23)C1=O	-0.7	3	-20	107*
Cc1ccc(S(=O)(=O)Nc2ccc3c(c2)C(=O)N([C@@H](C)CO)C[C@@H](C)[C@H](CN(C)Cc2ccc(C(F)(F)F)cc2)OCCCC[C@@H](C)O3)cc1	-0.7	2	-47	.
C[C@H](CO)N1C[C@H](C)[C@H](CN(C)CC2CCCCC2)OCCCC[C@H](C)Oc2ccc(NC(=O)c3ccccc3)cc2C1=O	0.3	13	-61	78
C[C@H]1CN([C@@H](C)CO)C(=O)c2c(c3ccccc3n2C)-c2ccccc2CO[C@@H]1CN(C)Cc1ccccc1	-1.4	2	-77	.
CC(C)C[C@@H]1COCc2cn(nn2)CC[C@H](Cc2ccccc2)C(=O)N1	-0.2	0	.	.
COc1ccc2c3c([nH]c2c1)[C@H](CO)N(C(=O)c1ccc(F)cc1)CC31CN(S(=O)(=O)c2cccs2)C1	1.1	11	-2	.

Four of these compounds in a different format.
Every second line gives: GASC1 inh, C diff HTS, Pf Dd2 growth, Tcruzi prolif
> C[C@H](CO)N1C[C@H](C)[C@@H](CN(C)C(=O)Nc2ccccc2)Oc2ccc(NC(=O)Cc3cn(C)c4ccccc34)cc2C1=O
 : ., 4, -24, 16
> C[C@@H]1CN([C@@H](C)CO)C(=O)c2cc(NC(=O)CCCN(C)C)ccc2O[C@@H]1CN(C)Cc1ccc(-c2ccccc2)cc1
 : 2.9, 3, 8, .
> Cc1ccc(S(=O)(=O)N[C@H]2CC[C@H](CCn3cc(-c4cccc(F)c4)nn3)O[C@@H]2CO)cc1
 : -0.5, 0, 2, -28
> N#C[C@H]1[C@@H](c2ccc(-c3ccccc3F)cc2)[C@@H](CO)N1C(=O)c1ccccn1
 : -2.3, 7, 24, 94

More records:
SMILES	GASC1 inh	C diff HTS	Pf Dd2 growth	Tcruzi prolif
C[C@H]1CN([C@@H](C)CO)C(=O)CCCn2cc(nn2)CO[C@@H]1CN(C)C(=O)Cc1ccccc1	-1.0	1&-2	9&-31	131*!
C[C@@H]1CCCCO[C@@H](CN(C)C(=O)CCCN(C)C)[C@@H](C)CN([C@H](C)CO)C(=O)c2cc(NC(=O)C3CCCCC3)ccc2O1	-1.1	1	32	-17
C[C@H]1CN([C@@H](C)CO)S(=O)(=O)c2ccc(C#CC3CCCCC3)cc2O[C@H]1CN(C)Cc1cccnc1	-0.3	.	-71	16
C[C@@H]1CCCCO[C@H](CN(C)C(=O)NC2CCCCC2)[C@H](C)CN([C@H](C)CO)C(=O)c2cc(N(C)C)ccc2O1	3.5	3	-16	88
CC(C)C#Cc1cnc2c(c1)C(=O)N([C@H](C)CO)C[C@@H](C)[C@@H](CN(C)C(=O)c1cccnc1)O2	1.3	0	2	-12
O=C(NCC(F)(F)F)[C@H]1[C@H](CO)[C@H]2Cn3c(cccc3=O)[C@@H]1N2CC1CCOCC1	-1.6	-5	.	-55
COc1ccc(S(=O)(=O)Nc2ccc3c(c2)CC(=O)N([C@@H](C)CO)C[C@@H](C)[C@@H](CN(C)C(=O)NC2CCCCC2)O3)cc1	0.6	0	-1	4
CC(=O)N(C)C[C@H]1Oc2cc(-c3cccc(C#N)c3)ccc2S(=O)(=O)N([C@H](C)CO)C[C@H]1C	-0.8	-2	-13	21
C[C@H]1CN([C@@H](C)CO)C(=O)Cc2cc(NS(=O)(=O)c3ccc(Cl)cc3)ccc2O[C@H]1CN(C)C(=O)NC1CCCCC1	-1.6	1	-16	.
Cc1cccc(-c2ccc([C@H]3[C@H]4CN(CCC(F)(F)F)CCCCN4[C@H]3CO)cc2)c1	-1.4	23	-78	?
C[C@@H]1CCCCO[C@@H](CN(C)C(=O)Nc2ccc3c(c2)OCO3)[C@@H](C)CN([C@H](C)CO)C(=O)c2cc(NC(=O)CCCCCC(=O)Nc3ccccc3N)ccc2O1	-3.0	2	-12	40
C[C@@H]1CN([C@H](C)CO)S(=O)(=O)c2ccc(C3=CCCC3)cc2O[C@@H]1CN(C)C(=O)Nc1ccc2c(c1)OCO2	-0.5	-1	-20	76
C[C@@H]1CN([C@@H](C)CO)C(=O)c2cc(NS(C)(=O)=O)ccc2O[C@@H](C)CCCCO[C@@H]1CN(C)C(=O)CCC(F)(F)F	1.8	-3	1	35
CCCNC(=O)C[C@@H]1C[C@@H]2c3cc(NC(=O)NC4CCCCC4)ccc3O[C@@H]2[C@@H](CO)O1	-0.9	0	8	-45
C[C@H]1CN([C@@H](C)CO)C(=O)c2cc(-c3cccnc3)cnc2O[C@H]1CN(C)C(=O)Nc1ccc(C(F)(F)F)cc1	-1.1	-6	-28	26
CNC[C@@H]1Oc2c(N)cccc2C(=O)N([C@H](C)CO)C[C@@H]1C	3.8	-1	33	23
CC(C)C#Cc1ccc2c(c1)O[C@@H](CN(C)C(=O)c1cccc(F)c1)[C@H](C)CN([C@H](C)CO)S2(=O)=O	-2.8	22	-70	103*
CN1c2ccc(-c3ccc(F)cc3)cc2[C@H]2[C@H](CCN2C(=O)Cc2ccccn2)[C@H]1CO	-0.4	-13	-29	5
CC(C)CC#Cc1cnc2c(c1)C(=O)N([C@@H](C)CO)C[C@H](C)[C@@H](CN(C)C(=O)c1cccc(F)c1)O2	-0.4	-2	4	.
C[C@@H]1CN([C@H](C)CO)C(=O)c2cc(-c3cccc(C(=O)N(C)C)c3)cnc2O[C@@H]1CN(C)C	0.3	-6	80	-4
CC(C)C#Cc1ccc2c(c1)O[C@@H](CN(C)C(=O)CN(C)C)[C@H](C)CN([C@H](C)CO)S2(=O)=O	0.9	-2	-4	13
CO[C@@H]1CN(C)C(=O)c2ccc(NS(C)(=O)=O)cc2OC[C@@H](C)N(Cc2cccnc2)C[C@H]1C	1.7	-3	37	-7
COc1ccccc1-c1ccc2c(c1)[C@H]1[C@H](CCN1C(=O)C1CCCC1)[C@@H](CO)N2	5.9	-2	-79	.
O=C(C[C@H]1CC[C@@H](NC(=O)C2CCOCC2)[C@H](CO)O1)Nc1nccs1	-0.3	.	0	10
O=C(NCc1ccccc1)[C@@H]1[C@@H](CO)[C@@H]2Cn3c(cccc3=O)[C@H]1N2C(=O)Cc1ccccn1	1.1	-4	19	63
Cc1noc(C)c1S(=O)(=O)Nc1cccc2c1O[C@@H](CN(C)Cc1ccc(C(=O)Nc3ccccc3N)cc1)[C@@H](C)CN([C@@H](C)CO)C2=O	-0.4	-6	-62	.
C[C@H]1CCCCO[C@H](CN(C)C(=O)c2ccccc2)[C@@H](C)CN([C@@H](C)CO)C(=O)c2cc(NS(=O)(=O)c3cccs3)ccc2O1	-2.1	8	-50	56
CC=Cc1ccc2n(c1=O)C[C@@H]1[C@@H](CO)[C@H](C(=O)NCc3ccccc3)[C@H]2N1Cc1ccccc1OC (mixture of isomers)	-2.9	-1	-19	.
C[C@@H]1CN([C@H](C)CO)C(=O)c2cc(NS(=O)(=O)c3ccc(Cl)cc3)ccc2O[C@@H](C)CCCCO[C@@H]1CN(C)Cc1ccc2c(c1)OCO2	-0.9	.	-4&-77	93&89
C[C@@H]1CN([C@H](C)CO)C(=O)c2cc(NC(=O)Nc3ccc4c(c3)OCO4)ccc2O[C@H]1CN(C)Cc1ccc(C(F)(F)F)cc1	-0.1	-5	18	-42
C[C@@H]1CN([C@H](C)CO)S(=O)(=O)c2ccc(-c3cccc(F)c3)cc2O[C@H]1CN(C)CC1CC1	-0.6	5	-33	22
COc1ccc(NC(=O)N2CCC3(CC2)CN(C(=O)CN2CCOCC2)[C@H](CO)c2[nH]c4cc(OC)ccc4c23)cc1	1.5	-8	-68	.
CCC(=O)Nc1ccc2c(c1)OC[C@@H](C)N(C(=O)COC)C[C@H](C)[C@H](OC)CN(C)C2=O	0.1	3	1	14
C[C@@H]1CN([C@H](C)CO)C(=O)c2cc(-c3ccc(F)cc3)cnc2O[C@@H]1CN(C)C(=O)Cc1ccccn1	0.5	4	28	.
C[C@@H]1CN([C@@H](C)CO)C(=O)c2cc(-c3ccncc3)cnc2O[C@H]1CN(C)C(=O)CN1CCOCC1	-0.2	0	46	.
COc1ccc2c3c([nH]c2c1)[C@H](CO)N(C(=O)Nc1ccccc1F)CC31CN(C(=O)c2ccccc2F)C1	-0.1	7	-26	.
